# biotin-GST TR-FRET: biotin-GST/anti-GST TR-FRET signal inhibitors, dose response, artefact control for Vif-APOBEC3G degradation inhibitor project, biochemical (AID 1117362); TR-FRET counter screen, biotin-GST/anti-GST signal; inhibition, % at the top dose, mostly 100 µM; hits show IC50 in µM; 2.8% of 3,600 active;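 active means inhibition above 30% at one or more concentrations, seen consistently on every test date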;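 further: biotinylated GST protein used in place of GST-Vif 1-94 and biotin-A3G peptide; detects fluorescence quenchers or blockers of GST binding to anti-GST antibody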
# * marks the source's active call; other numbers are inactive results. Only part of the results is shown (hit frequency here may not be typical).
SMILES | biotin-GST TR-FRET
COCCNC(=O)CN1C(=O)CSc2ncccc21 | 0.7%
COc1cc([N+](=O)[O-])ccc1NC(=O)Oc1ccc(NC(C)=O)cc1 | 5.4%
CC(C)CN1C(=O)c2ccc(C(=O)Nc3ccc(O)cc3C(=O)O)cc2C1=O | 6.9%
COc1ccc(OCCNS(=O)(=O)c2ccccc2)cc1 | -1.0%
Cc1cccc(N(C(=O)Cn2nnc3ccccc32)C(C(=O)NCc2ccco2)c2ccncc2)c1C (configuration not stated) | 14%
CC(C)CC(=O)N(c1ccc(F)cc1)C1C=CS(=O)(=O)C1 (configuration not stated) | -2.3%
CCn1c(SC(C)C(=O)NC2CCCc3ccccc32)nnc1-c1cccs1 (configuration not stated) | 3.6%
CCOC(=O)N1CCC(N2Cc3cccc(C(=O)Nc4cc(F)ccc4F)c3C2=O)CC1 | -2.1%
COC(=O)C(NC(=O)C(NC(=O)c1ccccc1)C(C)C)C(C)C (configuration not stated) | 2.2%
COC(=O)CC(NS(=O)(=O)c1cccs1)c1cccc2ccccc12 (configuration not stated) | 2.7%
Cc1ccc(C)n1-c1ccc(-c2nnc3n2CCCCC3)s1 | 87µM*
Cc1ccc(N2CSC3=C(C#N)C(c4cccs4)CC(=O)N3C2)cc1 (configuration not stated) | 0.7%
COc1ccc(C(=O)N2CC3(C)CC2CC(C)(C)C3)cc1 (configuration not stated) | 4.5%
Cc1cc2c(=Cc3ccc(N(C)C)cc3)c3ccccc3n2[n+]1C | 7.4µM*
Clc1ncnc2scc(-c3ccccc3)c12 | 2.2%
COC(=O)C1=C(O)/C(=C/c2cccc(OC)c2O)N=C1C | -18%
CCC(=O)N1N=C(c2ccc(NS(C)(=O)=O)cc2)CC1c1ccc(C)cc1 (configuration not stated) | 1.8%
COc1cc(OC)c2ccc(=O)oc2c1C(CCN1CCCC(C)C1)c1ccc2c(c1)OCO2 (configuration not stated) | 0.5%
COc1ccccc1C1=Nc2cccc3cccc(c23)N1 | 14%
CCN(CC)CC(=O)Nc1nn(-c2ccccc2)nc1C(N)=O | 0.7%
COc1c(F)c(F)c(C(=O)Nc2ccc3oc(-c4ccncc4)nc3c2)c(F)c1F | 17%
Cc1ccc([N+](=O)[O-])cc1NC(=O)CCSc1ccc(Cl)cc1 | 4.2%
Nc1cc(N)nc(SCc2cc([N+](=O)[O-])cc3c2OCOC3)n1 | 11%
O=C(CCN1C(=O)/C(=C/c2cccs2)SC1=S)NC1=NCCS1 | 3.9%
CC1=C/C(=N\OS(=O)(=O)c2ccccc2)C=CC1=O | 12%
Cc1ccc(OCCN2CCCCCC2)c(C)c1 | 0.3%
CC(C)CCn1cnc2c([nH]c3cccc(Cl)c32)c1=O | 5.4%
COC(=O)CCC(=O)OC1(C)C(=O)C2=COC(c3ccc(OC)cc3)=CC2=C(Br)C1=O (configuration not stated) | -1.7%
O=[N+]([O-])c1cc2oc3c(c2c(C=NCc2ccncc2)c1O)CCCC3 | 6.6%
Cc1cccc(CCNC(=O)CCc2nc(-c3ccccc3F)no2)c1 | 3.6%

# 2 of the compounds above, as labelled records:
COCCNC(=O)CN1C(=O)CSc2ncccc21
  biotin-GST TR-FRET: 0.7%

Cc1ccc(OCCN2CCCCCC2)c(C)c1
  biotin-GST TR-FRET: 0.3%

# Carrying on:
SMILES | biotin-GST TR-FRET
COCCn1c(COc2cccc(OC)c2)nnc1SCC(=O)N1CCOCC1 | -1.5%
O=C(CSc1nnc(-c2ccco2)c(-c2ccco2)n1)Nc1ccccc1 | -0.3%
CCN1CCN(Cc2cc(=O)oc3ccc(C)cc23)CC1 | -2.5%
O=C(CCCCl)Nc1nc(-c2ccc3c(c2)OCCO3)cs1 | 5.4%
Cc1cc(NC(=O)CCNS(=O)(=O)c2cc(Br)cnc2N)ccc1Br | 5.5%
CCOc1ccc(OCC)c(S(=O)(=O)NCc2ccc3c(c2)OCO3)c1 | 3.6%
NS(=O)(=O)c1ccc(NC(=O)c2ccccc2C(=O)N2CCCCC2)cc1 | 7.1%
O=C(CCc1ccccc1)NNC(=S)NCCc1ccccc1 | -2.2%
Cc1ccccc1Cn1cc(NC(=O)c2cc(C3CC3)on2)cn1 | 0.9%
CC1(C)C2CCC1(C)C(OC(=O)C[n+]1ccccc1)C2 (configuration not stated) | 1.9%
COc1ccc(/C=C/C2=NC(=C\N(C)C)/C(=O)O2)cc1 | -7.2%
CCOC(=O)C1=C(Cc2ccc(Cl)cc2)C(=O)c2ccccc2C1=O | 2.8%
CC1(CCl)N([O-])C2=C(CCCC2)[N+]1=O (configuration not stated) | 15%
COc1ccc(C2C(C#N)=C(N)Oc3n[nH]c(C)c32)cc1Cn1nnc2ccccc21 (configuration not stated) | 0.8%
O=C(N/N=C/c1cccnc1)c1cc(O)c(O)c(O)c1 | 2.8%
Cc1cc(-c2nc3c4c5c(sc4[nH]c(=O)n3n2)CCC5)c(C)o1 | 3.0%
Cc1ccc(Cl)cc1N1CCN(C(=O)COc2ccc3c(c2)CCC3)CC1 | -3.6%
Cc1cc(C)cc(C(=O)N2CCC(C(N)=O)CC2)c1 | 1.6%
CN(C)c1ccc(N2C(=O)CSC2=S)cc1 | 6.5%
N#Cc1nc(Cc2ccccc2)oc1NCCCn1ccnc1 | 1.9%
CCOC(=O)C1CCCN(CCC(=O)Nc2ccc3c(c2)CCC3)C1 (configuration not stated) | 7.4%
COc1ccc(C(=O)C2CCCN(C(=O)c3cnsn3)C2)c(C)c1 (configuration not stated) | -2.9%
N#Cc1c(N)sc(=S)c2c1CCCCC2 | 5.1%
COc1ccccc1C1NC(c2ccccc2OC)C(C)C(=O)C1C (configuration not stated) | -1.7%
O=C(O)C1=NN(c2cc(Cl)c(S(=O)(=O)O)cc2Cl)C(=O)C1 | -0.1%
CC(=O)NN1C(=O)/C(=C/c2ccc(Br)o2)SC1=S | 6.2%
Cn1cccc1/C=C1\CCC/C(=C\c2cccn2C)C1=O | -1.3%
COC(=O)CSc1nnc(-c2ccccc2OC)n1-c1ccc(C)cc1 | -1.6%
C=CCN(CC=C)S(=O)(=O)c1ccc(C(=O)Nc2nnc(COC)o2)cc1 | 2.4%
Cc1ccc(C)n1-c1cccc(C(=O)O)c1 | -2.8%

# Exported with each value named: part of the list above.
Cc1cc(C)cc(C(=O)N2CCC(C(N)=O)CC2)c1
  biotin-GST TR-FRET: 1.6%
CN(C)c1ccc(N2C(=O)CSC2=S)cc1
  biotin-GST TR-FRET: 6.5%

# (cont.)
SMILES | biotin-GST TR-FRET
CC1=NN(C(=O)c2csc(C)c2)C(O)(C(F)(F)F)C1 (configuration not stated) | -4.1%
CCOC(=O)c1ccc(NC(=O)CSCc2ccco2)cc1 | -2.2%
NCCC(=O)N1c2ccccc2Sc2ccccc21 | -4.5%
COc1ccc(NC(=O)c2ccc(-n3cccn3)nc2)cc1 | 4.6%
CCOC(=O)C1C(c2ccc(O)c(OCC)c2)NC(=S)NC1(O)C(F)(F)F (configuration not stated) | -2.7%
CCCS(=O)(=O)N1CCC(C(=O)NCCCN(CC)c2cccc(C)c2)CC1 | -2.3%
CCOC(=O)/C(C#N)=C/c1c(OCC)n(CC)c2ccccc12 | 15%
COc1cccc(C(=O)Nc2nc3ccccc3[nH]2)c1 | -21%
CN1C(=O)CC(N2CCN(C(=O)c3ccccc3)CC2)C1=O (configuration not stated) | 2.7%
O=C(Nc1ccc2c(c1)OCO2)c1cccc(S(=O)(=O)N2CCCC2)c1 | 2.7%
COc1ccc(NC(=O)CN(C)S(=O)(=O)c2ccc3c(c2)CCC(=O)N3)c(OC)c1 | -2.0%
CC(=NC1CCCC1)c1c(C)[nH]n(-c2nc3ccccc3s2)c1=O | 1.5%
CC1(C)OC(=O)C(=C2CCCN2)C(=O)O1 | 2.4%
Oc1ccc(/C=N/NC2=NCCCCC2)c(O)c1 | 3.1%
Cc1nc2nc(-c3ccco3)nn2c(C)c1Cl | 5.1%
CCOCCCNC(=O)c1ccccc1Br | -1.6%
O=C(NCc1ccc2c(c1)OCO2)C1CCCN1C(=O)Nc1ccccc1 (configuration not stated) | 6.2%
CCNC(=O)NC(=O)COC(=O)CNC(=O)COc1ccccc1 | 4.4%
CCOc1cccc(CNCCNC(=O)c2nonc2N)c1 | -2.1%
O=C1C2C3CCCC3=C3CCCC3C2C(=O)N1c1ccccc1 (configuration not stated) | 5.5%
CSCCC(NS(=O)(=O)c1ccc2c(c1)oc(=O)n2C)C(=O)NC1CCCc2ccccc21 (configuration not stated) | 5.8%
CC(=O)c1ccc(NC(=O)CSc2nnc(-c3ccco3)c(-c3ccco3)n2)cc1 | 9.0%
CCOC(=O)C1=C(CSc2nc(C)ccc2C#N)OC(N)=C(C#N)C1c1cccc(OC)c1OC (configuration not stated) | -0.4%
COc1ccccc1NC(=O)CSc1nnc(Cc2cc(=O)[nH]c(=O)[nH]2)n1-c1ccccc1 | 4.7%
CCOC(=O)N1CCN(C(=O)c2cc3c(s2)-c2ccccc2OC3)CC1 | -15%
Cc1ccc(-n2nnnc2SCc2ccccn2)cc1C | -5.8%
O=C(CSCc1ccc(Br)cc1)NC1CC1 | -4.4%
CCn1c(=O)cc(N2CCC3(CC2)OCCO3)[nH]c1=O | 1.0%
COc1cccc(CC(=O)Nc2nccs2)c1 | 2.0%
Cc1cc(NC(=O)Cc2cccs2)no1 | 5.0%

# Taken from above:
# CSCCC(NS(=O)(=O)c1ccc2c(c1)oc(=O)n2C)C(=O)NC1CCCc2ccccc21 (configuration not stated) in biotin-GST TR-FRET is listed with 5.8%
# COc1cccc(C(=O)Nc2nc3ccccc3[nH]2)c1 in biotin-GST TR-FRET is listed with -21%
# O=C(CSCc1ccc(Br)cc1)NC1CC1 in biotin-GST TR-FRET is listed with -4.4%
# CCOCCCNC(=O)c1ccccc1Br in biotin-GST TR-FRET is listed with -1.6%

# (list continues)
SMILES | biotin-GST TR-FRET
Cc1cc(C)c(C)c(S(=O)(=O)N2C(=S)NC(=O)C2C(C)C)c1C (configuration not stated) | -1.3%
CCCCNC(=O)Oc1cccc(N2CCCC2=O)c1 | 5.4%
COc1ccccc1NCCC(=O)OCC(=O)NCc1ccco1 | -0.7%
O=C(NCCCO)c1ccc2nc(-c3ccco3)c(-c3ccco3)nc2c1 | >100µM*
Cc1c(-c2ccccc2)nc2ccccc2c1C(=O)O | -1.5%
CC1=NN(c2cccc(C(=O)O)c2)C(=O)/C1=C\C=C\c1ccco1 | -8.2%
COc1ccc(C(C)NC(=O)C2C(=O)NC3(C)CC2c2ccccc2O3)cc1 (configuration not stated) | -1.8%
Cc1[nH]c2ccccc2c1C(=O)Cn1c(=O)oc2ccccc21 | -0.1%
Clc1ccc(C2=Nn3c(nnc3-c3cc(-c4ccccc4)n[nH]3)SC2)cc1 | 1.0%
O=C1CCCC2=C1C(c1cccs1)n1ncnc1N2 (configuration not stated) | -0.4%
O=C(CSc1nnnn1-c1ccccc1)Nc1nsc(-c2ccccc2)n1 | 2.9%
O=C(Cn1c(NCCO)nc2ccccc21)NCC(F)(F)F | 2.9%
O=C(c1cccc(-n2cccc2)c1)N1CCN(S(=O)(=O)c2ccccc2)CC1 | -1.6%
Cc1nc(C)c2c(c1C(F)(F)F)-c1ccccc1C2(F)F | 1.5%
COc1ccc(C2CC(=O)Oc3cc(OC)ccc32)cc1 (configuration not stated) | 0.1%
Cc1ccc2c(c1)c1ccc3c(c1n2C)C(=O)C=CC3=O | -0.3%
CN(C(=O)c1ccc(OC2CCN(S(=O)(=O)N(C)C)CC2)cc1)C1CCCCC1 | 2.9%
CN1CCc2c(sc3c2c(NCc2ccco2)nc2nnnn23)C1 | 31µM*
O=S(=O)(NCc1cn2ccsc2n1)c1cccs1 | 2.6%
CN1CCN(C(=O)CSc2nc(-c3cccs3)ccc2C#N)CC1 | -8.4%
O=C1C(Cl)=C(Nc2ccc3cn[nH]c3c2)C(=O)c2ccccc21 | 26%
O=C(/C=C/c1cccs1)N1CCN(c2ccc(O)cc2)CC1 | 5.6%
CC1=CC(C)C2C(=O)N(CCCN(C)C)C(=O)C2C1 (configuration not stated) | 5.5%
CC1=C(C(=O)Nc2ccccc2F)C(c2ccsc2)C2=C(CC(c3ccccc3)CC2=O)N1 (configuration not stated) | 4.4%
O=C1[C@@H]2CSCN2C(=O)CN1CCc1cccc(F)c1 | -0.3%
Cc1ccc(CSc2nnc(-c3ccco3)o2)cc1 | 0.2%
O=C(NCCc1ccccc1)c1ccc2c(c1)N(Cc1ccccc1)C(=O)CS2=O (configuration not stated) | -1.6%
O=C1NC(=S)NC1=Cc1ccco1 | 0.6%
CC(=O)c1sc2nc(-c3ccco3)ccc2c1N | -0.2%
Cc1cc(C)n2nc(SC(C)C(=O)N3CCCC3)nc2n1 (configuration not stated) | 1.8%

# Carrying on.
SMILES | biotin-GST TR-FRET
Cc1ccc(/C=C/C(=O)Nc2ncc(C)s2)o1 | 4.9%
O=C(CN(C1CCCCC1)S(=O)(=O)c1ccccc1)N1CCCC1 | 0.5%
O=P(O)(CN1CCCCCC1)CN1CCCCCC1 | 2.9%
O=C(N/N=C/C1CC=CCC1)c1ccccc1O (configuration not stated) | -3.2%
CC1COCC(C)N1C1=C(Cl)C(=O)c2ccccc2C1=O (configuration not stated) | 0.6%
O=C1NN(c2cccc(Br)c2)C(=O)/C1=C\c1ccccc1 | -4.1%
COc1ccc(S(=O)(=O)N(C(C)=O)c2ccc3oc(=O)sc3c2)cc1 | 1.7%
Cc1cc(F)ccc1S(=O)(=O)Nc1ccccc1C(=O)Nc1ccc2[nH]c(=O)[nH]c2c1 | 4.2%
Cc1ccc(C(=O)Nc2cccnc2)cc1NC(=O)c1ccco1 | -0.7%
CCOC(=O)C1CCN(S(=O)(=O)c2cccc(-c3cn4cccnc4n3)c2)CC1 | 4.2%
COc1ccccc1NC(=O)COC(=O)c1c(NC(C)=O)sc(C)c1C | -5.2%
COC(=O)C(C(=O)Nc1ccc(OC)cc1)C1CCCCCC1 (configuration not stated) | 3.0%
Cn1c(SCC(=O)c2cc(Cl)c(Cl)s2)nnc1-c1ccco1 | -3.5%
O=C(Nc1ccc(F)c(Cl)c1)c1cccnc1 | 4.1%
S=c1[nH]nc(-c2cccnc2)n1/N=C/C=C/c1ccco1 | 5.3%

# Screening results: PubChem BioAssay, Southern Research Institute
